TRPC4 block = blocks the mouse TRPC4 cation channel. Q9QUQ5. HEK293 TRPC4beta/mu-opioid, DAMGO-evoked Fluo4 calcium flux; stronger effect = lower value. B-score at 10 µM. 300,000 tested, 0.39% active. AID 2247;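 active = B-score over 3 SD under the library average, no early fluorescence shift, positive overall ratio signal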
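Assay system: HEK293 cells with stable TRPC4beta plus mu-opioid receptor expression; Probe or stimulus: DAMGO in two steps, submaximal then maximal; Dosing: single-point compound dosing; Measured by: Fluo4 calcium-dye fluorescence, kinetic read; Read-out basis: B score from integrated Fluo4 fluorescence ratio.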
KCNQ1 inh = inhibitors of human KCNQ1 potassium channel | 310,000 tested, 1.3% active | CHO-K1 KCNQ1, FluxOR thallium flux fluorescence; stronger effect = higher value | B-score at 10 µM | P51787;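 active = compounds whose thallium flux B-score, printed positive for inhibition, exceeds three library SD while starting fluorescence stays within three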;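 also: channel opened by potassium depolarization with thallium stimulus after 20 min compound exposure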
hERG protect = compounds protecting human hERG from proarrhythmic drug block. Q12809. CHO-hERG, FluxOR thallium flux, dofetilide IC70 present. activation (rescue from dofetilide block), less the hit threshold, % at 10 µM. 310,000 tested, 0.51% active. AID 1511;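 active = activation above the mean of controls blocked by dofetilide plus 5 SD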;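 also: thallium influx through hERG after potassium depolarization seen as dye fluorescence rise; in these data hits start at about 4.7%; inactives centre near -7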
Target sequence (Q12809 whole entry, looked up): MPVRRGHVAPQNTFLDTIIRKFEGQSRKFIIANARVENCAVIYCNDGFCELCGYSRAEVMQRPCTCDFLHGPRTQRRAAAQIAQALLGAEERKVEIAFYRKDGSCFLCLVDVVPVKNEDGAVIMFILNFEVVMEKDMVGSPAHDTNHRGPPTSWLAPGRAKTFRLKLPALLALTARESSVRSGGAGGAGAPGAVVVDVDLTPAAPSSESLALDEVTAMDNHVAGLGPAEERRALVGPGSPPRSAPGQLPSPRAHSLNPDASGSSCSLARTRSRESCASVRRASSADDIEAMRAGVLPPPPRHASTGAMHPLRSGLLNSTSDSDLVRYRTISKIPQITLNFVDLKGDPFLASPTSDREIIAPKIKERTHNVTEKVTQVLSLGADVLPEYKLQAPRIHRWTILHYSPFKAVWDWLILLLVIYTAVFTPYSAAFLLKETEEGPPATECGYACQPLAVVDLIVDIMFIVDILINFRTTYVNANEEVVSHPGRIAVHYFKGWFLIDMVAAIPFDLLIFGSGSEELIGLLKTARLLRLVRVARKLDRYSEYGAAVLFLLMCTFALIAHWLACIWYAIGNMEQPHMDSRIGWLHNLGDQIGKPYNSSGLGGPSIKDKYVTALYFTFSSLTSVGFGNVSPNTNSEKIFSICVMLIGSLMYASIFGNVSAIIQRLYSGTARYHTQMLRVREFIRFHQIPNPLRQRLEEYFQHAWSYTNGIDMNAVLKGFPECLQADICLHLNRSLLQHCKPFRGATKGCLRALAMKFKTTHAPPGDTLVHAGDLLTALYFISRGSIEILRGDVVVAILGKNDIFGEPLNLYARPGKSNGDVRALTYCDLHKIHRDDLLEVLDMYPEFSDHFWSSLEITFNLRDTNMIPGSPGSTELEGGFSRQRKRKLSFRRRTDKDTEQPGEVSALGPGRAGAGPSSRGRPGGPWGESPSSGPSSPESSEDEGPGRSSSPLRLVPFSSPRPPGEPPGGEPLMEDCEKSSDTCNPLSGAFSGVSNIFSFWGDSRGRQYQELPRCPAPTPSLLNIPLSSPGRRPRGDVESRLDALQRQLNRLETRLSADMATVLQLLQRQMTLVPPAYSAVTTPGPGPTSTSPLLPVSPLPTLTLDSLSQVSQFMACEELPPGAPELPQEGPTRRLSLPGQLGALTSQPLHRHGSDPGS
DYRK1A inh = inhibitors of rat Dyrk1A kinase; ADP-Glo luminescence, NFATc1 peptide; Q63470; AID 504441; 310,000 tested, 0.43% active; inhibition, % at 12.5 µM; in the data active = inhibition above about 50%;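 also: plate controls were vehicle with enzyme for no effect and no enzyme for full effect; many of its hits are not listed in these tables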
PolyA inhibitor = yeast polyadenylation inhibition. S. cerevisiae SKY197-pL101 polyadenylation reporter, beta-gal luminescence; efflux-impaired pdr1/pdr3 knockout yeast; score 100 = 6 SD above DMSO. AID 1875. calls only at 12 µM. 300,000 tested, 0.02% active;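 active = lowest replicate activity score at least 50, where 100 means six control SD above control mean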;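 also: yeast exposed to compound for 9 h at 30 °C; higher score means more reporter readthrough which indicates perturbed polyadenylation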
Platelet DG rel = platelet dense granule release activity; 300,000 tested, 0.22% active; inhibition, %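 (compounds screened at 7.5 µM in platelet-rich plasma)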; human platelet-rich plasma, SFLLRN dense granule ATP release, luminescence; AID 1663;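 active = mean replicate score, as percent of positive control, at or above 50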
KCNQ1 act = potentiators or activators of human KCNQ1 potassium channel. P51787. 310,000 tested, 0.35% active. CHO-K1 KCNQ1, thallium flux FluxOR fluorescence; stronger effect = higher value. B-score at 10 µM;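 active = fluorescence ratio B-score, a plate-corrected score, at least three library SD, with initial intensity B-score within 5 SD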
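System: CHO-K1 cells stably expressing KCNQ1 / Medium: assay buffer for compound exposure, DMSO matched across wells / Reagent: thallium- and potassium-containing depolarizing buffer / Compound: one concentration, matched DMSO / Incubation: 20 min compound pretreatment at room temperature / Measured by: kinetic FluxOR fluorescence, 10 s baseline plus 110 s post-stimulus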
KCNK3 inh = human KCNK3 channel inhibition, primary screen; O14649; CHO-KCNK3 thallium flux, FluxOR fluorescence; stronger effect = lower value; B-score at 10 µM; 340,000 tested, 0.84% active;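 active = B-score under library mean minus 4 SD, starting fluorescence ratio at most library mean plus 5 SD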;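 also: more negative B-score means stronger inhibition of thallium flux through KCNK3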
TRPC4 PAM = allosterically enhances the mouse TRPC4 cation channel; 310,000 tested, 0.42% active; B-score at 10 µM; HEK293 TRPC4beta/mu-opioid, DAMGO EC20, Fluo-4 Ca2+ flux; stronger effect = higher value;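 active = B-score of calcium response area above 5 SD of library B-scores, with initial fluorescence ratio within 5 SD of library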;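 also: B-score of integrated fluorescence ratio over time as area under calcium response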
KCNK9 inh = inhibitors of human KCNK9 two-pore domain potassium channel. 310,000 tested, 1.2% active. HEK293 KCNK9, FluxOR thallium flux fluorescence; stronger effect = lower value. B-score at 10 µM. Q9NPC2;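 active = ratio B-score over 3 SD below the library mean, with starting fluorescence within 5 SD of its mean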;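 also: negative B-score means less thallium flux so channel inhibition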
TRPC4 act = TRPC4 (mouse) channel activation; Q9QUQ5; HEK293 TRPC4beta/mu-opioid, Fluo4 calcium fluorescence; stronger effect = higher value; B-score at 10 µM; 310,000 tested, 0.49% active; AID 2237;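 active = B-score above 5 SD of library B-scores, and initial fluorescence ratio not above library mean plus 5 SD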;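 also: positive B-score marks a calcium rise read as TRPC4 activation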
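Technique: kinetic Fluo4 calcium fluorescence; Test system: TRPC4beta and mu-opioid receptor HEK293 stable cells; Measure: B-scored integrated calcium fluorescence ratio; Benchmarks: low control buffer alone, high control maximal DAMGO; Schedule: 45 min room-temperature Fluo4 loading, 110 s read.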
An asterisk follows results filed as active; i = inactive; nt = not tested or not shown.

SMILES | TRPC4 block | KCNQ1 inh | hERG protect | DYRK1A inh | PolyA inhibitor | Platelet DG rel | KCNQ1 act | KCNK3 inh | TRPC4 PAM | KCNK9 inh | TRPC4 act
Cc1c(NC2(C#N)CCCC2)c(=O)n(-c2ccccc2)n1C | i | i | -20.0 | 0.7 | i | -0.7 | i | i | i | i | i
COc1ccc2oc(C(=O)Nc3nc(-c4ccccn4)cs3)c(C)c2c1 | i | i | -12.6 | 5.2 | i | -2.3 | i | i | i | i | i
CCN1CCN(C(=O)CCc2nnc3ccc(N4CCN(c5cccc(OC)c5)CC4)nn23)CC1 | i | i | -9.1 | 3.4 | i | -0.6 | i | i | i | i | i
Cc1cc(=O)[nH]c(SCC(=O)c2ccc(O)c(O)c2)n1 | i | i | -7.7 | -0.9 | i | -2.0 | i | i | i | i | i
Fc1ccccc1N1CCN(c2ncnc3[nH]ncc23)CC1 | i | i | -9.1 | 14.9 | i | -0.7 | i | i | i | i | i
COc1ccc(NC(=O)c2cc(C)on2)cc1 | i | i | -10.7 | -2.2 | i | 11.1 | i | i | i | i | i
CN(NC(=O)c1ccc(Cl)cc1)c1ncc(C(F)(F)F)cc1Cl | i | i | -10.4 | 9.5 | i | nt | i | i | i | i | i
COCCNC(=O)c1ccccc1-c1nc(-c2ccccc2OC)no1 | i | i | -9.7 | -9.0 | i | 8.3 | i | i | i | i | i
Cc1conc1NC(c1cccs1)c1ccc2cccnc2c1O (stereo not given) | i | i | -1.8 | nt | i | 6.5 | i | nt | i | i | i
O=C(N/N=C/c1ccccc1O)C1CC(=O)N(c2ccc(F)cc2)C1 (stereo not given) | i | i | -4.4 | 0.0 | i | 1.3 | i | i | i | i | i
CCS(=O)(=O)N1CCC(C(=O)c2ccc(Cl)cc2)CC1 | i | i | -6.3 | -3.6 | i | -6.1 | i | i | i | i | i
CCOC(=O)c1ccc(S(=O)(=O)Nc2ccc3cn[nH]c3c2)cc1 | i | i | -15.9 | 9.2 | i | -6.7 | i | i | i | i | i
CSc1nsc(SCC(=O)Nc2ccccc2F)n1 | i | i | -6.7 | 5.3 | i | 5.9 | i | i | i | i | i
CCOC(=O)c1c(NC(=O)C2COc3ccccc3O2)sc2c1CC(C)(C)NC2(C)C (stereo not given) | i | i | -17.7 | -2.4 | i | 11.7 | i | i | i | i | i
CC(=O)N1c2ccc(S(=O)(=O)N3CCC(C(=O)Nc4ccc(F)cc4)CC3)cc2CC1C (stereo not given) | i | i | -6.6 | 2.3 | i | -0.5 | i | i | i | i | i
Cc1nn(CC(=O)O)c(C)c1N | i | i | -8.9 | -12.3 | i | 1.6 | i | i | i | i | i
O=C(Cc1ccccc1)NCCSCc1ccco1 | i | i | -7.1 | 4.3 | i | 7.5 | i | i | i | i | i
CC(NC(=O)COC(=O)CSCc1ccccc1)c1ccccc1 (stereo not given) | i | i | -6.2 | -6.9 | i | -1.4 | i | i | i | i | i
CC1CCN(CCOc2cccc(Br)c2)CC1 | i | i | -3.0 | -0.3 | i | -6.6 | i | i | i | i | i
COc1ccc(OCC(=O)NC2CC(C)(C)NC(C)(C)C2)cc1 | i | i | -1.5 | -5.7 | i | -0.1 | i | i | i | i | i
COc1ccc(CCn2c(=O)[nH]c3cc(C(=O)NCCN4CCOCC4)ccc3c2=O)cc1OC | i | i | -24.5 | -1.8 | i | -0.1 | i | i | i | i | i
COc1ccc(NC(=O)c2cccc(S(=O)(=O)N3CCCCC3)c2)c(OC)c1 | i | i | -2.4 | 7.1 | i | -2.8 | i | i | i | i | i
O=C(CN1C(=O)C2CCCN2C(=O)c2ccccc21)Nc1ccccc1-n1cccc1 (stereo not given) | i | i | -5.1 | nt | i | 5.9 | i | nt | i | i | i
COc1ccccc1NS(=O)(=O)c1ccc(C)c(C(=O)NCC(c2ccco2)N(C)C)c1 (stereo not given) | i | i | -12.6 | -0.3 | i | -6.7 | i | i | i | i | i
Brc1ccc2c(c1)C(c1ccc(N3CCOCC3)cc1)=NNC(c1cccs1)=N2 | i | i | -11.5 | -2.7 | i | -0.9 | i | i | i | i | i
Next part:
SMILES | TRPC4 block | KCNQ1 inh | hERG protect | DYRK1A inh | PolyA inhibitor | Platelet DG rel | KCNQ1 act | KCNK3 inh | TRPC4 PAM | KCNK9 inh | TRPC4 act
Cc1c(CCOC(=O)C23CC4CC(CC(C)(C4)C2)C3)sc[n+]1CC(=O)c1ccccc1 | i | i | -15.3 | 10.1 | i | 0.0 | i | i | i | i | i
CCCCOC(=O)c1nnc(-c2ccc(Cl)cc2)o1 | i | i | 0.1 | nt | i | -4.8 | i | i | i | i | i
CC(NC(=O)/C(C#N)=C/c1cn[nH]c1-c1ccccc1)c1ccccc1 (stereo not given) | i | i | -9.0 | 0.9 | i | 1.3 | i | i | i | i | i
C/C(=C\C(=O)c1cccnc1)Nc1ccc(C(=O)O)cc1 | i | i | -11.6 | 0.8 | i | -6.5 | i | i | i | i | i
CC1CCc2c(sc3ncn(CC(=O)N4CCCCC4)c(=O)c23)C1 (stereo not given) | i | i | -5.4 | -6.3 | i | 6.5 | i | i | i | i | i
O=C(COc1ccccc1Cl)NCCC1=CCCCC1 | i | i | -10.6 | -3.4 | i | -3.3 | i | i | i | i | i
Cc1c(CC(=O)NCC(=O)NCC(=O)O)c(=O)oc2cc3c(cc12)CCC(C)(C)O3 | i | i | -6.5 | 5.3 | i | -3.8 | i | i | i | i | i
CNC(=O)[C@@]1(Cc2ccccc2)C=C[C@@H](C)N1C(C)=O | i | i | -5.1 | -2.1 | i | -0.3 | i | i | i | i | i
O=C(NC1CCCCC1)c1cc(-c2ccccc2O)on1 | i | i | -3.0 | -1.9 | i | 0.7 | i | i | i | i | i
O=C(Nc1ccc(N2CCCC2=O)cc1)c1cccc(F)c1 | i | i | -2.5 | -2.5 | i | 24.2 | i | i | i | i | i
CCCn1nnnc1NCc1ccccc1Cl | i | i | -5.8 | -1.5 | i | 2.0 | i | i | i | i | i
COC(=O)c1ccc(C(=O)OC)c(NC(=S)N2CCC(C)CC2)c1 | i | i | -3.5 | -0.7 | i | -2.5 | i | i | i | i | i
COc1cc(C(=O)N/N=C(\C)c2ccc(NC(=O)Cc3ccccc3)cc2)ccc1O | i | i | -9.5 | 7.4 | nt | nt | i | i | i | i | i
CCN=C1S/C(=C/c2ccc(-c3ccc(Cl)cc3C(=O)O)o2)C(=O)N1CC | i | i | -10.2 | 7.7 | i | -5.1 | i | i | i | i | i
Cc1cc2oc(=O)cc(CN3CCc4ccccc43)c2cc1Cl | i | i | -5.9 | -10.7 | i | -0.4 | i | i | i | i | i
COc1ccccc1C(=O)NCCC(=O)Nc1ccncc1 | i | i | -15.6 | 3.7 | i | 3.5 | i | i | i | i | i
O=C(NCc1cccs1)C1CCCN(S(=O)(=O)c2cnc[nH]2)C1 (stereo not given) | i | i | -2.5 | 3.3 | i | -10.5 | i | i | i | i | i
CCOC(=O)C1C(=O)Nc2nc(C)nn2C1c1ccccc1 (stereo not given) | i | i | -11.9 | -2.1 | i | 3.7 | i | i | i | i | i
S=C1NC[C@H](Cc2cccc3ccccc23)N1CC1CCCCC1 | i | i | -7.6 | 10.7 | i | -4.6 | i | i | i | i | i
Cc1cc(C)c(C#N)c(SCC(=O)Nc2ccccc2C(N)=O)n1 | i | i | -8.2 | -1.7 | i | -1.8 | i | i | i | i | i
Nc1ccc(N=Nc2ccccc2)c2ccccc12 | i | i | -1.7 | 1.8 | i | 2.5 | i | i | i | i | i
CC(OC(=O)c1cccc(-n2cnnn2)c1)C(=O)c1ccccc1 (stereo not given) | i | i | -14.7 | -3.2 | i | -4.4 | i | i | i | i | i
Cc1ccc(S(=O)(=O)N/N=C2/CC(c3ccccc3)Oc3ccccc32)cc1[N+](=O)[O-] (stereo not given) | i | i | -16.6 | -7.9 | i | 6.9 | i | i | i | i | i
C(=N/N1CCN(c2ccccc2)CC1)/c1ccncc1 | i | i | 0.5 | nt | i | 2.7 | i | i | i | i | i
O=C1C(C2=NC(C(=O)O)C3C(=O)N(c4ccc(Cl)cc4)C(=O)C23)=C(O)c2ccccc21 (stereo not given) | i | i | 2.0 | 1.6 | i | 3.2 | i | i | i | i | i
Remaining list, next part.
SMILES | TRPC4 block | KCNQ1 inh | hERG protect | DYRK1A inh | PolyA inhibitor | Platelet DG rel | KCNQ1 act | KCNK3 inh | TRPC4 PAM | KCNK9 inh | TRPC4 act
COc1ccc(/C=N/NC(=O)C2C3CCCCC32C)cc1OC (stereo not given) | i | i | -1.4 | 2.9 | i | 21.8 | i | i | i | i | i
N#C/C(=C\c1ccco1)C(=O)Nc1ccc(S(N)(=O)=O)cc1 | i | i | -17.0 | -5.1 | i | 1.9 | i | i | i | i | i
Cc1ccc(NC(=O)N2CCN(C)CC2)cc1NC(=O)N1CCN(C)CC1 | i | i | -6.0 | 2.3 | i | -5.1 | i | i | i | i | i
Cc1cccc(C(C)C)c1NC(=O)COC(=O)C1CC(=O)N(Cc2ccccc2)C1 (stereo not given) | i | i | -13.7 | -5.3 | i | 18.9 | i | i | i | i | i
Cc1ccc(OCC(=O)N/N=C\c2ccc(O)c([N+](=O)[O-])c2)c([N+](=O)[O-])c1 | i | i | -6.1 | 34.3 | i | -4.2 | i | i | i | i | i
CC(C)(C)NC(=O)C12CCC(C)(c3nc4ccccc4nc31)C2(C)C (stereo not given) | i | i | -7.7 | -0.9 | i | 8.1 | i | i | i | i | i
O=C(Nc1ccccc1N1CCCC1)c1ccc([N+](=O)[O-])o1 | i | i | -8.1 | -1.2 | i | -21.9 | i | i | i | i | i
Cc1ccc(Oc2ccccc2NC(=O)CSCC(=O)Nc2cc(C)on2)cc1 | -6* | i | -18.9 | 5.6 | i | 2.0 | i | i | i | i | i
COCCn1nnnc1CN(Cc1cc2cc(OC)c(OC)cc2[nH]c1=O)C1CCCC1 | i | i | -11.2 | -1.8 | i | -2.1 | i | i | i | i | i
Cc1cccc(CC(=O)Nc2cc(=O)n(C)c(=O)n2C)c1 | i | i | -18.6 | 10.6 | i | 9.4 | i | i | i | i | i
CCCOc1ccc(/C=N/NC(=O)C(C)Sc2ccccn2)cc1OCC (stereo not given) | i | i | -10.3 | 0.5 | i | 10.5 | i | i | i | i | i
COc1ccccc1N1CCN(C(C)C(=O)N2CC(C)OC(C)C2)CC1 (stereo not given) | i | i | -14.3 | -2.9 | i | 4.4 | i | i | i | i | i
c1coc(CNc2nc(-c3ccncc3)cs2)c1 | i | i | -13.5 | 29.5 | i | -4.7 | i | i | i | i | i

Only part of the results is shown; the hit share may differ from the screen's.
